# From PubChem BioAssay
# KOR beta-arrestin-1: kappa opioid receptor blockers – cell-based, luminescence, uHTS (AID 1778); hit rate 0.091% among 290,000; inhibition, % at 10 µM, or IC50 in µM where a hit was titrated; KOR beta-arrestin recruitment, luminescence, antagonist mode; higher % means a stronger effect; further: strong numbers were not always called active
# HEK293 NOD2/NF-kB: NOD2 signaling inhibitors, cell-based, luminescence, uHTS, HEK293 (AID 1566); HEK293 NOD2/NF-kB luciferase reporter, luminescence; higher % means a stronger effect; inhibition, % at 4 µM; hits with a dose series show EC50 in µM; hit rate 0.63% among 290,000; further: many of its hits are not listed in these tables
# LYP inhibition: PTPN22 lymphoid phosphatase activity blockers – biochemical, fluorescence intensity, uHTS (AID 1779); recombinant LYP phosphatase, fluorescence intensity; higher % means a stronger effect; inhibition, % at 11.5 µM, or IC50 in µM where a hit was titrated; hit rate 0.054% among 290,000;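 further: plate controls were vehicle with enzyme for no effect and no enzyme for full effect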
# HIV fusion peptide: cell-free HIV fusion peptide-binding blockers – biochemical, uHTS, fluorescence dequenching, primary screen (AID 1986) | cell-free peptide binding, fluorescence dequenching, 30 min; higher % means a stronger effect | one-dose inhibition, % at 20 µM; IC50 in µM for titrated hits | hit rate 0.3% among 290,000; in the data active means inhibition mostly above about 52%, no sharp cut-off; inactive means mostly below about 76%; further: some results filed as inactive read as strong as hits
# PhoP inhibition: inhibitors of PhoP regulon expression, primary screen, Salmonella Typhimurium, GFP reporter (AID 1863) | S. Typhimurium PhoP-regulated promoter GFP reporter, 4 h; higher % means a stronger effect | inhibition, % at 50 µM; hits with a dose series show IC50 in µM | hit rate 0.16% among 300,000;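 active means inhibition over 29.93%, a cutoff 3 SD above the screen mean, later confirmed by dose response; inconclusive means inhibition over 29.93% but no dose response follow-up; inactive means inhibition at most 29.93% or unconfirmed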;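 further: 0% = low Mg2+ inducing control and 100% = high Mg2+ repressing control; strong numbers were not always called active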
# Siah-1 displacement: Siah-1 peptide-binding antagonists, primary screen, biochemical, fluorescence polarization, rhodamine-plectin, uHTS (AID 1817). Siah-1 / rhodamine-plectin peptide fluorescence polarization; higher % means a stronger effect. one-dose displacement, % at 20 µM; IC50 in µM for titrated hits. hit rate 0.02% among 290,000;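 active means displacement of at least 50% at 20 µM, with a fluorescence ratio check between 0.3 and a set limit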;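 further: plate controls were Siah plus tracer with DMSO for no effect and tracer alone without Siah for full effect; strong numbers were not always called active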
# NOD1 inhibition: inhibition of NOD1-driven NF-kB reporter – cell-based, luminescence, uHTS, primary screen (AID 1578) | NOD1-driven NF-kB luciferase reporter cells, luminescence; higher % means a stronger effect | inhibition, % at 4 µM; hits with a dose series show EC50 in µM | hit rate 1% among 290,000; in the data active means inhibition mostly above about 36%, no sharp cut-off; inactive means mostly below about 34%;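 further: HEK-293T reporter cells stimulated with the NOD1 agonist gamma-tri-DAP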
# Myeloid diff 2: myeloid differentiation induction; calls only at 10 µM; ER-HoxA9 myeloid progenitors, lysozyme-GFP differentiation, flow cytometry; hit rate 1% among 360,000;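 active means normalized GFP-positive differentiation at or above the plate's own cutoff, the solvent-only control mean plus 3 SD; inconclusive means no clear call, values can overlap the other calls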;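 further: cells exposed to compound for four days before flow analysis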
# KOR beta-arrestin-2: kappa opioid receptor activators – cell-based, luminescence, uHTS, primary screen (AID 1777); KOR beta-arrestin recruitment, luminescence; higher % means a stronger effect; activation, % at 10 µM, or EC50 in µM where a hit was titrated; hit rate 0.02% among 280,000; in the data active means activation above about 50%, passing the limit was not always enough; further: a part of the inactive calls stands beside numbers as strong as those of hits
# Myeloid diff 2 GFP+ MAC1+ %: also measured in Myeloid diff 2; calls as there; GFP+ MAC1+ double positive, %; measured here: differentiation confirmed by MAC1 staining
# Active calls of the source: *; i = inactive; u = inconclusive; x = not tested or not shown; & = joins results of further samples; [ ] = dose if it differs, or a comment. Unless noted, no stated cut-off is given here; in the data, active means inhibition above about 50%; inactive means the rest. The list is partial; the hit share may differ from the screen's.
SMILES,KOR beta-arrestin-1,HEK293 NOD2/NF-kB,LYP inhibition,HIV fusion peptide,PhoP inhibition,Siah-1 displacement,NOD1 inhibition,Myeloid diff 2,Myeloid diff 2 GFP+ MAC1+ %,KOR beta-arrestin-2
CC(C)c1nnc(NC(=O)c2cccc(NC(=O)C(F)(F)F)c2)s1,-31%,-40%,1%,-0.8%,4%,4%,-56%,i,0.6,-5.8%
CC(Sc1nnc(-c2ccccc2F)n1C1CC1)C(=O)NC(N)=O (stereo not given),-43%,-15%,-13%,1.3%,-2%,-1%,-10%,i,0.5,4.3%
N#Cc1cccc(NC(=O)C2SC(=Nc3ccccc3)C(C(=O)N3CCOCC3)=C2N)c1 (stereo not given),-11%,7%,-5%,-0.9%,-12%,8%,-8%,i,0.3,-4.2%
O=C(NNC(=O)c1ccc(Cl)cc1Cl)Nc1ccccc1,13%,9%,-2%,-0.1%,12%,15%,-24%,i,0.3,-2.4%
CCOC(=O)c1nnn(-c2nonc2N)c1CN1CCc2ccccc2C1,22%,-13%,1%,-0.7%,-6%,0%,-14%,i,1.2,-2.6%
Cc1c(NC(=O)c2ccc(C(C)(C)C)cc2)cccc1[N+](=O)[O-],22%,-33%,8%,-0.3%,17%,9%,-39%,i,0.0,3.6%
Cc1cc(C)n2c(SCC(=O)N(C)C3CCS(=O)(=O)C3)nnc2n1 (stereo not given),-13%,7%,-5%,-0.7%,-4%,-2%,4%,i,0.6,3.4%
COc1ccc(NC(=O)c2ccc(CN3CCN(c4ccccc4)CC3)cc2)cc1,-44%,3%,4%,-1.3%,-14%,1%,-16%,i,0.5,-2.8%
COc1ccc(NC(=O)CCOc2ccc(C)cc2)c(OC)c1,-50%[20 µM],13%,-7%,-1.3%,-10%,1%,-13%,i,0.8,1.3%
Cc1nnc(SCC(=O)Nc2nsc(-c3ccc(C(C)(C)C)cc3)n2)s1,-7%,-96%,3%,-1.8%,3%,0%,-52%,i,2.1,0.3%
Cn1c(CN2CCCCC2)nc2cc([N+](=O)[O-])ccc21,-7%,-1%,-4%,-1.6%,-1%,-4%,-14%,i,1.5,-0.9%
O=C(CSc1ncccn1)NN=C1CCCCCC1,17%,4%,-6%,1.1%,6%,0%,-33%,i,0.5,0.6%
COc1cc(CO)ccc1OCC(=O)Nc1cccc2ccccc12,34%,8%,-12%,1.6%,-3%,-1%,-38%,i,0.0,-1.7%
COc1ccc(-c2noc(N3CCC(C(=O)N4CCN(c5ccccn5)CC4)CC3)n2)cc1,6%,31%,1%,1.0%,-3%,5%,40%,i,0.8,-2.7%
CC(C(O)c1ccc(O)cc1)N1CCC(Cc2ccccc2)CC1 (stereo not given),31%&41%,-40%&1%,-9%&-5%,-1.0%&-1.0%,-3%&0%&3%,2%&4%,-14%&-42%,i,5.1&2.6&1.5,-3.0%&-3.4%
Cc1ccc(NC(=O)CC(=O)c2ccccc2)cc1C,-3%,-37%,2%,0.3%,-4%,5%,-39%,i,0.6,0.9%
N#Cc1cc(-c2ccccc2)nc(NN)n1,-9%,10%,-11%,-4.6%,13%,-3%,9%,i,0.3,1.6%
Cc1ccc(S(=O)(=O)N(C)CC(=O)N2CCN(C(=O)c3ccco3)CC2)cc1,10%,-11%,-6%,-2.5%,-7%,0%,-3%,i,0.3,0.5%
CC(C)Cc1nc2oc3c(N4CCN(C)CC4)ncnc3c2c2c1CCCC2,3%,12%,-9%,0.9%,-7%,-4%,6%,x,x,8.2%
CC(=O)N1CCC2(CC1)C(C#N)=C(N)OC1=C2C(=O)CC(C)(C)C1,4%,-10%,-7%,-1.7%,-8%,0%,8%,i,0.5,3.7%
COC(=O)C(NS(=O)(=O)c1ccc(C)cc1)c1ccccc1 (stereo not given),29%,0%,0%,-1.3%,5%,3%,-37%,i,0.1,-3.4%
CCN(CC)C(=O)COc1coc(CN2CCN(c3ccc(F)cc3)CC2)cc1=O,-35%,20%,-5%,0.0%,-3%,-6%,23%,i,0.4,0.8%
COc1ccc(CCNC(=O)C2CCN(S(=O)(=O)N3CC(C)CC(C)C3)CC2)cc1OC (stereo not given),2%,29%,0%,-2.1%,-2%,3%,2%,i,1.8,-2.6%
CCc1ccc(CN2CCN(C(=O)c3cccc(OC)c3OC)CC2)cc1,-5%,29%,5%,1.1%,1%,1%,8%,i,0.8,0.9%
O=C(NC12CC3CC(CC(C3)C1)C2)c1cc(F)c(F)cc1Cl,-49%[20 µM],8%,-5%,1.4%,1%,1%,-15%,i,0.3,0.1%
CCOc1ccccc1CNC(=O)C1Cc2cc(S(=O)(=O)N3CCCCC3)ccc2N1C(C)=O (stereo not given),-7%,10%,-11%,-0.2%,-5%,4%,-21%,i,3.2,-4.3%
CN1C/C(=C/c2ccsc2)C(=O)/C(=C/c2ccsc2)C1,-10%,-80%,-2%,1.1%,-4%,2%,-44%,u,x,3.9%
CCOc1ccc(NC(=O)c2cccc(NC(=O)c3ccccc3)c2)cc1,3%[20 µM],-7%,-8%,-1.2%,7%,1%,4%,i,0.8,-8.1%
Cc1nc2nc(CSc3nnc(C)s3)cc(=O)n2[nH]1,-22%,-16%,-4%,-1.1%,5%,-1%,-14%,i,1.5&1.0,-3.9%
Cc1ccc2c(c1)C1CN(C)CCC1N2C(=O)c1ccccc1NS(=O)(=O)c1cccc(C(F)(F)F)c1 (stereo not given),x,4%,-3%,3.7%,-7%,2%,-34%,i,0.0,x

# Part of the list above in another layout:
SMILES | KOR beta-arrestin-1 | HEK293 NOD2/NF-kB | LYP inhibition | HIV fusion peptide | PhoP inhibition | Siah-1 displacement | NOD1 inhibition | Myeloid diff 2 | Myeloid diff 2 GFP+ MAC1+ % | KOR beta-arrestin-2
CCN(CC)C(=O)COc1coc(CN2CCN(c3ccc(F)cc3)CC2)cc1=O | -35% | 20% | -5% | 0.0% | -3% | -6% | 23% | i | 0.4 | 0.8%
COc1ccc(CCNC(=O)C2CCN(S(=O)(=O)N3CC(C)CC(C)C3)CC2)cc1OC (stereo not given) | 2% | 29% | 0% | -2.1% | -2% | 3% | 2% | i | 1.8 | -2.6%
CCc1ccc(CN2CCN(C(=O)c3cccc(OC)c3OC)CC2)cc1 | -5% | 29% | 5% | 1.1% | 1% | 1% | 8% | i | 0.8 | 0.9%
O=C(NC12CC3CC(CC(C3)C1)C2)c1cc(F)c(F)cc1Cl | -49%[20 µM] | 8% | -5% | 1.4% | 1% | 1% | -15% | i | 0.3 | 0.1%
CCOc1ccccc1CNC(=O)C1Cc2cc(S(=O)(=O)N3CCCCC3)ccc2N1C(C)=O (stereo not given) | -7% | 10% | -11% | -0.2% | -5% | 4% | -21% | i | 3.2 | -4.3%
CN1C/C(=C/c2ccsc2)C(=O)/C(=C/c2ccsc2)C1 | -10% | -80% | -2% | 1.1% | -4% | 2% | -44% | u | x | 3.9%

# The results go on.
SMILES,KOR beta-arrestin-1,HEK293 NOD2/NF-kB,LYP inhibition,HIV fusion peptide,PhoP inhibition,Siah-1 displacement,NOD1 inhibition,Myeloid diff 2,Myeloid diff 2 GFP+ MAC1+ %,KOR beta-arrestin-2
Cc1nccc(-c2cccc(N/N=C(\C#N)C(=O)c3ccccc3)c2)n1,21%,17%,0%,7.2%,1%,2%,11%,i,1.1,2.1%
OC(c1ccc(Cl)cc1)c1nnc(-c2ccccc2)o1 (stereo not given),13%,0%,-6%,-3.7%,15%,9%,-15%,i,1.1,4.1%
COc1ccccc1CN(C(=O)c1ccco1)C(C(=O)NC1CCCC1)c1ccncc1 (stereo not given),32%,3%,-1%,3.2%,-9%,3%,-3%,i,0.7,-2.2%
COc1ccc([N+](=O)[O-])cc1NC(=O)CSc1ncccn1,-46%[20 µM],10%,-1%,-0.5%,6%,2%,-18%,i,0.5,1.3%
CCc1ccccc1NC(=O)CN(C)Cc1c(O)ccc2ccccc12,-39%,-5%,-9%,-2.3%,5%,-1%,-13%,i,1.4,1.9%
COc1cccc(-c2nc(-c3ccc4c(c3)-c3ccccc3S4(=O)=O)c(-c3ccccc3)[nH]2)c1OC,-6%,14%,-4%,2.8%,-9%,6%,43%,i,1.0,-7.0%
O=C1CC(NNC(=O)c2ccc(Br)cc2)C(=O)N1 (stereo not given),23%,6%,-4%,-2.2%,-1%,-2%,-1%,i,0.3,6.4%
O=C(O)c1cc(N/N=C/C(Cl)=C/c2ccccc2)ccc1Cl,-20%,-142%,12%,53%,-9%,-2%,-38%,i,0.3,1.5%
Cc1ccsc1C(=O)N1CCCC(CCC(=O)N2CCN(c3ccccn3)CC2)C1 (stereo not given),-22%,-2%,-8%,-1.2%,-4%,6%,-69%,i,1.6,-4.1%
COc1ccccc1CNc1ccc2nnc(CCNC(=O)c3ccc(C)cc3)n2n1,13%,8%,-5%,-1.2%,2%,3%,-18%,i,0.3,-0.3%
CCCN1Cc2cccc(C(=O)NCCCOC(C)C)c2C1=O,-43%,9%,-6%,-1.0%,2%,-4%,-7%,i,0.8,-2.2%
COc1ccc2cc(CCNC(=O)c3cccs3)c(=O)[nH]c2c1,-7%,-3%,-7%,0.3%,2%,-2%,-17%,i,1.6,0.2%
O=S(=O)(c1cc(Br)c(Cl)s1)N1CCCC1,13%,1%,-8%,-2.8%,4%,-1%,22%,i,0.3,-3.0%
N#CCSc1nnc(COc2cccc3ccccc23)n1-c1ccccc1,-1%,11%,-3%,6.1%,17%,1%,18%,i,0.0,1.4%
Cc1ccc(-n2nc(C)c3c(C)c(CCC(=O)NC(C)c4ccccc4)c(C)nc32)cc1 (stereo not given),-21%,0%,-9%,-1.0%,7%,0%,-39%,i,1.4,0.7%
COCCN1Cc2cccc(C(=O)N3CCN(c4cc(C)ccc4C)CC3)c2C1=O,-16%,-16%,-4%,0.2%,-6%,1%,-11%,i,3.3,-1.1%
COc1ccc(N2CCN(S(=O)(=O)c3ccc(Cl)s3)CC2)cc1,3%[20 µM],-8%,-3%,-0.5%,9%,6%,-16%,i,0.2,x
